TWEAK-Fn14 inh: TWEAK-Fn14 signaling inhibition | AID 1159606 | TWEAK-stimulated Fn14 reporter cells, luciferase luminescence, 8 h | inhibition, % at 10 µM | actives 2% (n = 360,000); in the data active = inhibition above about 50%
C8 TRAIL sens: sensitizes caspase-8 expressing cells to TRAIL; actives 1% (n = 360,000); inhibition (viability loss, TRAIL sensitization), % at 10 µM; AID 624354; NB7+C8 cells + TRAIL, ATPlite viability luminescence;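 active = compounds causing at least 50% loss of cell viability in the single-dose screen, relative to plate controls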
NCOA3 inh: inhibitors of human steroid receptor coactivator 3 (SRC3); Q9Y6Q9; HEK293 GAL4-SRC3 luciferase reporter, luminescence; inhibition, % at 3.6 µM; actives 0.17% (n = 360,000); AID 588352;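 active = inhibition above a per-campaign cutoff, the mean of all compounds plus 3 SD, cut at about 60% in these data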;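 note: 0% = DMSO-treated cells and 100% = gossypol-treated cells at 36 µM; higher means less SRC3-driven luciferase light from the GAL4 reporter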
Target sequence (Q9Y6Q9 whole entry, looked up, the tested form may be a part): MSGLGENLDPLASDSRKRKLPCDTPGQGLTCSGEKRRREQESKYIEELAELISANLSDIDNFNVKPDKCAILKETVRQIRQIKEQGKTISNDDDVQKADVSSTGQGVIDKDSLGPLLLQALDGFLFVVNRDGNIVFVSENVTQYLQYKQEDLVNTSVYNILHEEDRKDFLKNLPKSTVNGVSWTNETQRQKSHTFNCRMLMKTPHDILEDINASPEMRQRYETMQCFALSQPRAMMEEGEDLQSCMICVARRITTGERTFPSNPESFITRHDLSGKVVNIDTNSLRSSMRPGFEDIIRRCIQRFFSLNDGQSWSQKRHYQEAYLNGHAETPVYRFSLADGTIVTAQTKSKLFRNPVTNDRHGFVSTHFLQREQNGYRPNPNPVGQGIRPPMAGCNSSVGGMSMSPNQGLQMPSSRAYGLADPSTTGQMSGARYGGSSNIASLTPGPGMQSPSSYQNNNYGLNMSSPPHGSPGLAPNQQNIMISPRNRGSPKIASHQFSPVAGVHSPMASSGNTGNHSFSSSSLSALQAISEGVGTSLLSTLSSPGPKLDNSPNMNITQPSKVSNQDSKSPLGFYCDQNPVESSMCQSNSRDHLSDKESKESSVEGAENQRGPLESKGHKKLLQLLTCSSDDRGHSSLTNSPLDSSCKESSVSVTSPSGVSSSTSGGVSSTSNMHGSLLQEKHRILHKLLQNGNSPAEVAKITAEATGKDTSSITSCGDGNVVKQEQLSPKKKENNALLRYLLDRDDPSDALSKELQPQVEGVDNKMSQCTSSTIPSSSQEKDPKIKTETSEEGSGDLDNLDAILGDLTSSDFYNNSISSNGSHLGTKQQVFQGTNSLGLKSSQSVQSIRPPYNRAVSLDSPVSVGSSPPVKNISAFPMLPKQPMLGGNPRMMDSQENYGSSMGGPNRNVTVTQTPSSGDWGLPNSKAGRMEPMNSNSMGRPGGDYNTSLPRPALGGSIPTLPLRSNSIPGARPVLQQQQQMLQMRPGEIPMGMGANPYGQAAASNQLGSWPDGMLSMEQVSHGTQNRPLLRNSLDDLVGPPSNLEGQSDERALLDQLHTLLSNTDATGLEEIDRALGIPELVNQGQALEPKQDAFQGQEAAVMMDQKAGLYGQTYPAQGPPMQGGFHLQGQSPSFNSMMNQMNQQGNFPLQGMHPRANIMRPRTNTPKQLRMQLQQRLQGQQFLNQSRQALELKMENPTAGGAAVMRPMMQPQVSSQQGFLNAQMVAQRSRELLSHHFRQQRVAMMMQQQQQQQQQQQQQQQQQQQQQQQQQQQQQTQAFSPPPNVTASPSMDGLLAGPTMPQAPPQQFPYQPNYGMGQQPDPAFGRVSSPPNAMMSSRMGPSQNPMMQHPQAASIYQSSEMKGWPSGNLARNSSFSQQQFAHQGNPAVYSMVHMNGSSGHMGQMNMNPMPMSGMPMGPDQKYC
SRC1 inh: human NCOA1 inhibition; Q15788; actives 0.12% (n = 360,000); AID 588354; HEK293 GAL4-SRC1 luciferase reporter, luminescence; inhibition, % at 3.6 µM;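 active = inhibition above the campaign mean plus 3 SD, with each screening campaign given its own cutoff, cut at about 60% in these data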;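 note: 0% = DMSO treated cells and 100% = gossypol at 36 µM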
EBV LMP1 NFkB: Epstein-Barr LMP1 NF-kappaB reporter inhibition. LMP1-induced NF-kappaB luciferase reporter cells, luminescence. inhibition, % at 12.5 µM. actives 0.69% (n = 350,000). AID 504558; in the data active = inhibition above about 41%;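 note: 0% = neutral control wells and 100% = reference inhibitor control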
NCOA2 inhibitor: human SRC2 (NCOA2) inhibition. inhibition, % at 9 µM. HEK293 GAL4-SRC2 luciferase reporter, luminescence. actives 0.17% (n = 370,000). AID 651957;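 active = inhibition above the mean inhibition of all tested compounds plus 3 SD, set per campaign, cut at about 52% in these data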;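 note: 0% = DMSO treated cells and 100% = cells given Gossypol at 36 µM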
LRH-1 inv ag: suppresses constitutive activity of human LRH-1; O00482; actives 0.13% (n = 360,000); inhibition, % at 3.6 µM; HEK293T StAR-luciferase reporter, LRH-1 transfected, 24 h;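 active = inhibition above the mean inhibition of all tested compounds plus 3 SD, cut at about 73% in these data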;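 note: 0% = DMSO wells and 100% = reporter-only cells lacking LRH-1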
TLR9-MyD88 inh: TLR9-MyD88 interaction inhibition; Q9NR96+Q99836; CHO BLA complementation TLR9-MyD88, CCF4 FRET ratio; inhibition, % at 4.98 µM; actives 0.21% (n = 340,000); AID 504734;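 active = inhibition above the mean over all tested compounds plus 3 SD, cut at about 21% in these data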;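 note: 0% = DMSO only wells and 100% = clavulanate BLA inhibitor control wells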
NOD2-RIPK2 inh: blocks binding of human NOD2 to RIPK2 | O43353 | actives 0.38% (n = 360,000) | inhibition, % at 4.98 µM | AID 624267 | CHO BLA complementation NOD2-RIPK2, CCF4 ratio; in the data active = inhibition above about 21%;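 note: 0% = vehicle only and 100% = reference blocker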
TROY signal inh: inhibitors of TROY-dependent NF-kB signaling; AID 1347056; Q293 LMP1-TROYcd NF-kB luciferase reporter, 4 h; actives 0.98% (n = 360,000); inhibition, % at 10 µM;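 active = compounds whose plate-normalised and pattern-corrected inhibition of the luciferase reporter signal at the single screening dose is 50% or more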
NR2F2 inh: NR2F2 (human) inhibition, primary screen; P24468; HEK293T NGFI-A luciferase reporter, luminescence; inhibition, % at 8.6 µM; actives 0.7% (n = 370,000); AID 686940;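 active = inhibition above a per-plate cutoff, mean inhibition of test wells between control levels plus 3 SD, cut at about 38% in these data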;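 note: cells cotransfected with COUP-TFII expression vector driving the NGFI-A reporter; 0% = median of COUP-TF2 test wells and 100% = reporter-only cells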
Active calls of the source: *; · = no result given. Not all compounds are listed, so the mix of outcomes need not match the whole.

SMILES	TWEAK-Fn14 inh	C8 TRAIL sens	NCOA3 inh	SRC1 inh	EBV LMP1 NFkB	NCOA2 inhibitor	LRH-1 inv ag	TLR9-MyD88 inh	NOD2-RIPK2 inh	TROY signal inh	NR2F2 inh
CC1CN(S(=O)(=O)c2ccc(NC(=O)c3ccco3)cc2)CC(C)O1 (stereo not drawn)	-8.2	4.1	-4.0	-3.3	5.1	19.1	-7.9	9.4	-9.6	-3.7	13.3
O=S(=O)(c1ccc(=S)[nH]c1)N1CCCC1	7.8	3.4	-12.9	14.5	-5.0	7.8	-11.9	8.0	-6.5	14.5	-3.8
CC(=O)n1cc([C@H]2C=C(C(=O)N3CCN(Cc4ccccc4)CC3)O[C@@H](OCCCCO)C2)c2ccccc21	7.3	3.9	15.4	-14.7	1.8	·	5.2	-1.6	-2.9	3.2	·
O=C(O)c1ccc(Cl)c(S(=O)(=O)Nc2ccc3cn[nH]c3c2)c1	8.2	9.8	5.7	6.4	-1.5	-0.1	19.9	8.8	-0.3	13.6	15.3
COCc1cc(C)nc(OCC(=O)N/N=C/c2ccco2)c1C#N	-17.2	-1.8	0.9	12.8	1.4	-10.3	9.5	4.3	-4.3	11.0	0.6
CCN(CC)S(=O)(=O)c1ccc(N2CCOCC2)c(NC(=O)COc2ccccc2C)c1	-25.2	-7.5	-23.8	-2.9	-0.3	16.1	-6.9	0.5	5.5	0.5	-7.0
CSCCC(NC(=O)c1ccc(Cl)cc1)C(=O)OCC(=O)c1ccc[nH]1 (stereo not drawn)	-31.4	-10.5	8.6	-12.1	-5.9	-12.6	-36.1	-11.5	-6.0	-15.1	-19.3
O=C(NCCSSCCNC(=O)c1ccccc1)c1ccccc1	-41.4	-3.8	3.2	-25.1	0.1	13.2	-23.7	-8.8	-18.6	4.1	9.2
CC12CN3CC(C)(CN(C1)C3c1ccccc1Cl)C2O (stereo not drawn)	-15.5	-15.2	5.3	-3.2	0.7	-8.3	-12.0	-6.0	-3.4	-1.4	7.9
COc1ccc(-c2cc3nc(-c4ccccc4)cc(N4CCN(C(=O)c5ccsc5)CC4)n3n2)cc1	31.5	37.4	-23.6	-0.5	16.4	6.1	-7.0	-6.2	0.4	31.9	14.3
CCn1nc(NS(=O)(=O)c2ccc(NC(C)=O)cc2)c2cc3cc(C)ccc3nc21	-5.1	-2.4	-34.2	1.0	-1.7	-25.8	-19.0	-0.6	-4.7	-9.3	-12.4
O=C(c1cc(C2CCCCN2C(=O)CCCc2ccccc2)on1)N1CCOCC1 (stereo not drawn)	10.5	4.2	1.9	-5.0	·	5.6	0.2	·	-17.8	-2.5	-3.3
CCOC(=O)c1c(NC(=O)N/N=C/c2ccccc2OCC)sc(C(C)=O)c1C	-18.9	1.1	-8.1	-13.3	-26.7	-6.0	3.3	-12.5	-10.0	0.4	5.0
CC(C)C(=O)Nc1cccc(-c2nc3ccccc3c(=O)o2)c1	14.3	19.0	7.0	1.2	-1.9	-6.7	-14.7	0.3	-6.7	12.1	-8.2
CC(C)(C)c1ccc(C(=O)NCCCn2ccnc2)cc1	-7.5	-9.6	10.8	-27.4	-14.4	-0.2	10.8	-3.0	-9.6	-4.6	-13.0
Cc1[nH]nc2c1C(c1ccccc1F)NC2=O (stereo not drawn)	0.4	-20.2	3.6	-15.3	-10.1	-2.5	2.3	-0.8	4.8	-6.8	9.5
O=C(C1CCCN(S(=O)(=O)c2ccccc2)C1)N1CCCCC1 (stereo not drawn)	-10.7	-5.3	5.4	-14.4	-0.7	-65.2	-13.8	-8.2	-7.6	-19.5	-3.5
CCCCCCCCN1C(=O)[C@H](CC(=O)NCc2ccc(C)o2)C[C@@]2(C(=O)OC)CC(C)(C)CC=C12	·	-9.9	·	·	·	3.9	-1.5	·	7.3	·	-2.0
C[n+]1ccn(CC(=O)c2ccc(Br)cc2)c1	2.7	-8.7	-3.1	-1.1	10.9	6.3	-5.3	-6.4	-3.4	10.9	-5.2
O=c1cc(O)c2sc(Nc3ccc(Cl)c(F)c3)nc2[nH]1	-10.9	11.5	2.0	-4.8	-38.1	-1.6	9.0	6.1	3.9	29.2	2.2
CCCc1nnc(NC(=O)C(CC)OC(=O)c2cc(C)nc3ccccc23)s1 (stereo not drawn)	-5.8	-13.4	-6.3	-7.8	0.8	-6.7	-0.5	-3.3	5.5	32.9	-0.2
COc1ccccc1Cc1c(-c2ccccc2)nc2ccc(Br)cn12	-17.4	3.1	-31.4	-40.6	·	-38.0	-40.1	·	-3.4	-13.9	-26.6
O=C1OCCC1Sc1nc2ccccc2c(=O)n1-c1ccc(F)cc1 (stereo not drawn)	0.5	-2.0	7.7	6.6	-10.3	3.4	8.2	-2.7	3.6	-8.7	-2.9
O=C(O)CCCC(=O)NCCCCc1ccccc1	-0.6	-4.2	-1.8	8.2	-7.9	-1.0	16.7	-9.7	-5.1	-4.4	-15.6
Cc1oc(-c2cccc(Cl)c2)nc1CN1CCCC(C(=O)NC(C)c2ccc3c(c2)OCCO3)C1 (stereo not drawn)	15.4	19.7	12.4	6.7	-3.1	9.5	1.9	1.4	-1.2	30.6	26.2

The final 2 entries of the part above come first, to join the parts.
SMILES	TWEAK-Fn14 inh	C8 TRAIL sens	NCOA3 inh	SRC1 inh	EBV LMP1 NFkB	NCOA2 inhibitor	LRH-1 inv ag	TLR9-MyD88 inh	NOD2-RIPK2 inh	TROY signal inh	NR2F2 inh
O=C(O)CCCC(=O)NCCCCc1ccccc1	-0.6	-4.2	-1.8	8.2	-7.9	-1.0	16.7	-9.7	-5.1	-4.4	-15.6
Cc1oc(-c2cccc(Cl)c2)nc1CN1CCCC(C(=O)NC(C)c2ccc3c(c2)OCCO3)C1 (stereo not drawn)	15.4	19.7	12.4	6.7	-3.1	9.5	1.9	1.4	-1.2	30.6	26.2
NC(N)=NC(N)=NCCc1ccccc1	14.4	-8.9	9.4	-2.9	-6.5	10.5	18.9	-5.3	-19.6	11.0	14.4
N#Cc1ccccc1NC(=O)CSc1nccn1CCc1ccccc1	1.9	-3.0	-52.2	-54.7	-21.3	-45.8	-28.1	-2.0	-5.2	-31.4	-36.7
NS(=O)(=O)c1ccc(CNc2ccc3ccccc3n2)cc1	-13.7	-18.2	-61.6	-63.6	-11.3	-46.1	-39.0	-3.4	-7.8	-34.0	-18.1
O=C(NCC(=O)N1CCN(Cc2ccccc2)CC1)c1ccc(Br)cc1	2.2	-8.3	9.6	-2.3	1.3	-7.5	13.3	-0.6	-3.1	-16.3	8.7
Cc1noc(C)c1CSc1nnc(-c2c[nH]c3ccccc23)n1-c1ccc(Cl)cc1	8.4	-12.4	-15.3	-16.2	-7.7	-6.3	13.1	-6.9	-21.1	-25.4	-11.8
O=C1[C@@H]2Cc3c([nH]c4ccccc34)CN2C(=O)CN1CCCCCO	1.6	9.6	-18.2	7.2	-0.2	-2.0	17.8	1.1	-7.5	-5.0	-0.5
Cc1nnc(NC(=O)c2ccc(Br)cc2)s1	2.0	15.8	-10.8	-32.5	-12.2	-52.1	-44.7	-6.5	-4.4	-56.6	-27.9
Cc1ccc(-c2nc(CS(=O)CC(=O)NCCCN3CCN(Cc4ccccc4)CC3)c(C)o2)cc1 (stereo not drawn)	22.3	20.1	46.6	8.5	15.6	-16.1	18.6	-2.1	-7.1	8.5	41.1*
CCOCCCNC(=O)CCn1ccc2cc(S(=O)(=O)N3CCCC3)ccc21	1.7	7.4	-2.9	-15.8	-10.8	10.9	3.3	-1.4	-4.5	-8.6	-19.5
CCN(C(=O)c1cc2c(s1)-c1ccccc1S(=O)(=O)C2)c1cc(OC)ccc1OC	-1.6	1.8	14.1	18.0	6.9	14.7	18.0	3.4	-2.2	14.3	5.7
O=C(NCCCN1CCOCC1)c1c(F)c(F)c(F)c(F)c1F	0.9	-8.9	-1.1	-16.5	-4.8	19.4	-13.3	-14.1	-4.2	-1.4	3.8
Cc1cccc(CN2CCC(n3nccc3NC(=O)c3ccccc3C)CC2)n1	1.7	3.1	8.3	1.4	-7.7	-6.8	-20.0	-0.5	-3.9	19.2	-5.5
C/C=C(\C)C(=O)NNC(=O)c1sc(-c2ccccc2)nc1C	7.1	-2.5	14.2	6.6	6.0	1.6	14.6	-1.6	-1.4	5.0	24.6
CCCC(O)(c1ccccc1)C(CN1CCOCC1)c1ccccc1 (stereo not drawn)	15.8	-1.3	-16.8	-10.3	5.8	-26.3	11.5	-12.5	-14.4	-14.1	-0.6
CCCSc1nn2c(=O)c3ccccc3nc2s1	32.6	23.2	-110.6	-138.9	-2.8	-43.5	-116.9	2.3	10.7	-27.3	-11.7
OCCCNc1ncnc2scc(-c3ccc(Cl)cc3)c12	73.2*	-6.2	38.6	49.8	24.6	50.6	15.2	-3.2	0.1	31.7	38.3*
CC(C)NC(=O)c1c2c(nc3ccccc13)CCCC2	-0.6	-5.1	-1.5	-98.3	7.3	-10.7	-29.2	-2.5	-7.3	2.9	5.0
CCOC(=O)C1(Cc2ccccc2)CCN(Cc2ccc(C)s2)CC1	0.4	7.1	12.5	18.1	-1.9	17.6	10.3	7.5	-4.6	-11.6	21.7
C=CC[C@@H]1Cc2c(Br)ccc(Br)c2[C@@H](CC=C)N1	4.0	-3.5	5.1	2.7	-15.6	12.4	-4.6	2.8	1.1	0.6	-15.4
CC(/C=N/O)Cc1ccc2c(c1)OCO2 (stereo not drawn)	1.3	0.2	20.9	-0.8	0.5	0.5	5.4	-8.2	0.9	4.7	2.0
CCn1c(SCc2nc3sc(C(=O)O)c(C)c3c(=O)[nH]2)nnc1-c1ccc(Cl)cc1	-2.1	5.7	1.3	-0.6	-0.5	12.2	-23.7	-3.7	-4.5	-3.8	1.0
Cc1ncc([N+](=O)[O-])n1CCOC(=O)NC(NCc1ccccc1Cl)C(Cl)(Cl)Cl (stereo not drawn)	-12.4	3.9	12.6	4.8	-8.6	4.6	13.4	-0.2	-7.4	3.6	10.4
O=c1ccc(S(=O)(=O)N2CCCC2)cn1Cc1nc(-c2ccc(F)cc2)no1	-3.1	-5.7	9.4	1.1	-1.0	7.3	10.9	2.2	-9.3	-16.7	23.0
CC(C)CCN1CC(O)=C(c2nc(-c3ccc(Cl)cc3)cs2)C1=N	-3.1	-1.3	-6.3	-6.2	-33.6	-9.6	7.0	-14.7	10.4	-26.3	-17.7
Cc1cc(=O)oc2c(C)c(OCC(=O)N3CCN(c4ccc(F)cc4)CC3)ccc12	4.7	1.6	1.2	-6.7	4.8	-14.3	-1.1	-1.9	-1.1	12.1	-6.9
COCCCN1C(=O)C(=O)/C(=C(/O)c2ccc(OC)cc2)C1c1cccc(OC)c1 (stereo not drawn)	-65.1	-11.3	3.0	2.1	-1.9	14.7	-7.9	1.1	-16.1	-21.5	0.4
COc1cc(C)c(Cl)c(C)c1S(=O)(=O)NCc1cccnc1	11.0	-20.4	2.8	6.5	-5.8	-2.8	11.7	-11.3	4.6	7.8	19.8
COc1ccc(NC(=O)c2c(C)noc2C)cc1S(=O)(=O)N1CCCCC1	-10.7	-29.3	12.6	7.0	-8.3	-22.9	13.5	5.5	-13.4	3.0	1.2

Assay outcomes deposited in PubChem BioAssay by several laboratories.
